GPR7 antag: blocks human GPR7 receptor signaling | inhibition, % at 4.4 µM | 290,000 compounds, 1.1% hits | GPR7-expressing cells, fluorescence antagonist assay; in the data active = inhibition above about 16%, passing the limit was not always enough;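 also: cells stimulated with the agonist NPW; 0% = agonist with vehicle and 100% = vehicle without agonist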
MEKK2 WT-MEK5: raises or lowers MEK5 binding to wildtype human MEKK2 PB1 domain; Q9Y2U5; bead flow cytometry, Alexa488-MEK5 binding to MEKK2 WT; actives lie on both sides; binding response (% of control), % at 10 µM; 290,000 compounds, 1.1% hits; AID 1531; in the data active = binding response below about 67% or above about 130%
NALP1 yeast inh: NALP1 inhibition. S. cerevisiae NALP1/ASC/caspase-1 growth, X-gal OD620, 72 h. inhibition, % at 10 µM. 280,000 compounds, 0.61% hits. AID 2071; in the data active = inhibition mostly above about 24%, no sharp cut-off; inactive = mostly below about 32%; also: some compounds called inactive have numbers as strong as hits
MEKK3 PB1 HTS: MEKK3-MEK5 PB1 interaction, increase or decrease. Q99759. bead-based flow cytometry, Alexa488-MEK5 binding to MEKK3; actives lie on both sides; 0 = blocked by unlabeled MEK5, 100 = vehicle. AID 1529. 290,000 compounds, 1.4% hits. binding response (% of control), % at 10 µM;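 active = binding response more than 3 SD above or below the average of its plate-row segment, actives on both sides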;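 also: Alexa488 bead fluorescence after subtracting the streptavidin-only scavenger bead signal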
Target sequence (Q99759 whole entry, looked up): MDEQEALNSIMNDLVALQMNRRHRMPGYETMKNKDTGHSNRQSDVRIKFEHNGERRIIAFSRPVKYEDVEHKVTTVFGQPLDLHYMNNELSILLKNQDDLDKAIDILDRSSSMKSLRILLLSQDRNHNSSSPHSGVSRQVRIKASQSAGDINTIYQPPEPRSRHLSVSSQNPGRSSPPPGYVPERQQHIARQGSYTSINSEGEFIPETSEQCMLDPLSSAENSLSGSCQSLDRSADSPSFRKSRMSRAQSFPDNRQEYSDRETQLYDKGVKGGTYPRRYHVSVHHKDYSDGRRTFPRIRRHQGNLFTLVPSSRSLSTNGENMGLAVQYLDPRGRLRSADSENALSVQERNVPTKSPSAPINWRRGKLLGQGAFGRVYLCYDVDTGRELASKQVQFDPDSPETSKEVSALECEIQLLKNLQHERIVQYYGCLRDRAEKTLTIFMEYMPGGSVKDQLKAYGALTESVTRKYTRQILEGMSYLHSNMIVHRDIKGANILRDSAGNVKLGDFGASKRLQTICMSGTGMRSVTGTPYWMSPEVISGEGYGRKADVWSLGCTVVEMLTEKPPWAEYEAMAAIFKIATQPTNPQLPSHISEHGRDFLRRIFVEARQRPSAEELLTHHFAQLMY
V1aR counter: counter-screen for oxytocin receptor agonists: human V1a receptor agonists | 320,000 compounds, 0.25% hits | AID 2797 | activation, % at 3 µM | CHO-V1R cells, Fluo-8 calcium fluorescence, agonist mode; 0% DMSO, 100% 3 nM vasopressin | P37288;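 active = activation above the mean activation of all tested compounds plus 3 SD, per screening run, cut at about 20% in these data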;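 also: signal is peak over basal fluorescence ratio across a 100 second FLIPR read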
PHOSPHO1 block: inhibitors of human PHOSPHO1 phosphatase. inhibition, % at 13.3 µM. recombinant PHOSPHO1, absorbance phosphatase assay. 290,000 compounds, 1.1% hits. AID 1565. Q8TCT1; in the data active = inhibition above about 60%
OXTR agonist: agonists of human oxytocin receptor. CHO-OTR cells, Fluo-8 calcium fluorescence; normalized: DMSO 0%, oxytocin 100%. activation, % at 3 µM. 320,000 compounds, 0.32% hits. AID 2435;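 active = activation above the mean of all tested compounds plus 3 SD, cutoff set per screening run, cut at about 20% in these data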;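 also: peak over basal fluorescence ratio from a 100 s FLIPR kinetic read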
GalR3 antag: antagonists of human GalR3; AID 651719; 360,000 compounds, 0.44% hits; HEK293 GalR3-CNG cAMP membrane potential fluorescence; galR3 body fused to GalR1 C-terminus; inhibition, % at 3 µM; O60755;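 active = inhibition above the screen-wide average plus 3 SD, cut at about 13% in these data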;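 also: forskolin and galanin both at EC90 stimulate the cells; cAMP rise reported by CNG channel membrane potential dye signal; 0% = forskolin plus galanin with DMSO and 100% = forskolin alone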
Target sequence (O60755 1-299 limits assumed): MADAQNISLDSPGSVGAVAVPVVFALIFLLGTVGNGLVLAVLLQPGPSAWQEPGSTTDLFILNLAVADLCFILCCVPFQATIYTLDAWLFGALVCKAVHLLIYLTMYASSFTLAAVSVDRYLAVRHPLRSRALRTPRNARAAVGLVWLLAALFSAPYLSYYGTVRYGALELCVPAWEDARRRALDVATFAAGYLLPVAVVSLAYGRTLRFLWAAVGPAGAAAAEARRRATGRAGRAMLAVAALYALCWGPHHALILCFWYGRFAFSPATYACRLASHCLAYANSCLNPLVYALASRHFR
MEKK2 mut-MEK5: signal of MEK5 binding to mutant human MEKK2 PB1 domain; bead flow cytometry, Alexa488-MEK5 binding to MEKK2 mutant; percent response, % at 10 µM; 290,000 compounds, 0.35% hits; AID 1530; in the data active = percent response above about 24%, passing the limit was not always enough; also: inactives centre near 1; some results filed as inactive read as strong as hits; reference of the scale not given here
The depositor's hits bear a star; · = no result given; [ ] = another dose, or the depositor's remark.

SMILES | GPR7 antag | MEKK2 WT-MEK5 | NALP1 yeast inh | MEKK3 PB1 HTS | V1aR counter | PHOSPHO1 block | OXTR agonist | GalR3 antag | MEKK2 mut-MEK5
CSc1nc(Cl)cc(N(CCO)CCO)n1 | -4 | 105 | 6 | 103 | 0.6 | 32 | -0.4 | -1 | 25*
O=C(c1ccc([N+](=O)[O-])cc1)N1CCSC1c1cccc(Cl)c1 (configuration not stated) | 1 | 80 | 0 | 83 | 2.5 | -2 | -2.0 | -3 | -13
CCC1=C(OC(=O)N(CC)CC)N2C(=O)OC(=NCCc3c[nH]c4ccccc34)[C@]2(Cc2ccccc2)[C@H]2C1=CC[C@H]1C(=O)N(CC(=O)OC)C(=O)[C@H]12 | · | 2.0*[inhibitor] | · | 2.0*[inhibitor] | -0.1 | 40 | -1.9 | -2 | 0
Cc1cccc(NC(=O)c2sc(Cl)nc2-c2ccccc2)c1 | -9 | 100 | 15 | 100 | -1.2 | 28 | -2.0 | -1 | 5
Cc1nc([N+](=O)[O-])cn1Cc1cccc([N+](=O)[O-])c1 | -9 | 87 | -3 | 96 | 0.6 | 41 | 0.7 | -6 | -11
COc1cc(/C=C/C(=O)C2C(=O)C=C(C)OC2=O)cc(OC)c1O (configuration not stated) | -3 | 117 | 24 | 135* | 6.4 | -12 | 4.0 | 0 | 3
Cc1cc(NC(=O)CCS(=O)(=O)c2nc(-c3ccccc3)cc(C(F)(F)F)n2)no1 | · | 93 | 15 | 94 | -0.4 | -3 | -2.1 | 6 | -3
CCCCn1c(N)c(N(CC)C(=O)c2cccc(C)c2)c(=O)[nH]c1=O | -15 | 99 | -4 | 96 | 0.8 | 26 | 0.1 | -9 | 8
CCN(CC(=O)Nc1cc(C)nn1-c1nc(C)cc(C)n1)Cc1ccccc1 | -3 | · | 4 | · | 0.0 | 14 | -1.3 | -6 | ·
COc1ccc(-n2c(=O)[nH]cc(C(=O)Nc3ccc4c(c3)OCO4)c2=O)cc1OC | -3 | 109 | 29 | 107 | 0.0 | 33 | -1.0 | -2 | 11
Cn1c(CC(=O)Nc2ccccc2Cl)nnc1SCC(=O)NC1CCCCC1 | -6 | 102 | 22 | 105 | 1.4 | 37 | 0.0 | -2 | 0
O=S(=O)(c1ccccc1)N1CCN=C1SCc1ccc(Cl)c(Cl)c1 | -10 | 100 | 36 | 100 | 3.5 | 0 | 0.2 | -5 | -1
O=C(NC1CCCCC1)C1CCN(C(=O)c2ccccc2Cl)CC1 | 4 | 103 | 21 | 98 | 0.3 | 39 | 0.3 | -4 | 1
O=C(C1CC1)N1CCCC(c2ccc(Cl)cc2)=N1 | -8 | 99 | 14 | 93 | -1.7 | -33 | -1.6 | -6 | -2
N#Cc1cc(-c2ccccc2)nn1-c1ccccc1 | 3 | 91 | -7 | 97 | -0.8 | 20 | -2.1 | -2 | -3
NC(=O)CSc1nnc2sc3ccccc3n12 | 0 | 85 | -1 | 72 | 0.4 | 34 | 0.9 | -6 | -21
CCN(CC)CC(=O)c1c[nH]c2ccc(C)cc12 | -1 | 106 | 9 | 110 | 1.8 | 21 | 0.3 | -1 | -1
Cc1cc(C(F)(F)F)nn1CC(=O)NCc1ccco1 | -1 | 95 | 2 | 103 | 0.4 | 23 | -0.2 | -6 | -2
Cc1cc(C)[n+](C)n1CC(O)Cn1c2ccccc2c2ccccc21 (configuration not stated) | -8 | 118 | -12 | 107 | -1.0 | -43 | -1.2 | -5 | 8
O=Cc1ccc(Oc2cccc(C(F)(F)F)c2)nc1 | -7 | 97 | -11 | 98 | 0.1 | -16 | -1.1 | -4 | -4

9 of the compounds above, with values under each structure.
Values run as follows: GPR7 antag | MEKK2 WT-MEK5 | NALP1 yeast inh | MEKK3 PB1 HTS | V1aR counter | PHOSPHO1 block | OXTR agonist | GalR3 antag | MEKK2 mut-MEK5
O=S(=O)(c1ccccc1)N1CCN=C1SCc1ccc(Cl)c(Cl)c1
 : -10 | 100 | 36 | 100 | 3.5 | 0 | 0.2 | -5 | -1
O=C(NC1CCCCC1)C1CCN(C(=O)c2ccccc2Cl)CC1
 : 4 | 103 | 21 | 98 | 0.3 | 39 | 0.3 | -4 | 1
O=C(C1CC1)N1CCCC(c2ccc(Cl)cc2)=N1
 : -8 | 99 | 14 | 93 | -1.7 | -33 | -1.6 | -6 | -2
N#Cc1cc(-c2ccccc2)nn1-c1ccccc1
 : 3 | 91 | -7 | 97 | -0.8 | 20 | -2.1 | -2 | -3
NC(=O)CSc1nnc2sc3ccccc3n12
 : 0 | 85 | -1 | 72 | 0.4 | 34 | 0.9 | -6 | -21
CCN(CC)CC(=O)c1c[nH]c2ccc(C)cc12
 : -1 | 106 | 9 | 110 | 1.8 | 21 | 0.3 | -1 | -1
Cc1cc(C(F)(F)F)nn1CC(=O)NCc1ccco1
 : -1 | 95 | 2 | 103 | 0.4 | 23 | -0.2 | -6 | -2
Cc1cc(C)[n+](C)n1CC(O)Cn1c2ccccc2c2ccccc21 (configuration not stated)
 : -8 | 118 | -12 | 107 | -1.0 | -43 | -1.2 | -5 | 8
O=Cc1ccc(Oc2cccc(C(F)(F)F)c2)nc1
 : -7 | 97 | -11 | 98 | 0.1 | -16 | -1.1 | -4 | -4

The list goes on.
SMILES | GPR7 antag | MEKK2 WT-MEK5 | NALP1 yeast inh | MEKK3 PB1 HTS | V1aR counter | PHOSPHO1 block | OXTR agonist | GalR3 antag | MEKK2 mut-MEK5
CC1(C)Cc2c(C#N)c(OCC(=O)c3ccc(Cl)cc3)nc(-c3ccco3)c2CO1 | -4 | 99 | 2 | 103 | 0.8 | 13 | -0.2 | -2 | 4
Cc1ccc(C)c(OCCCC(=O)Nc2ccccc2C(N)=O)c1 | -14 | 104 | -20 | 103 | -0.3 | 34 | -1.9 | -5 | 2
O=C(CCc1nnc2n(Cc3ccc(Cl)cc3)c(=O)c3ccccc3n12)NCCCN1CCOCC1 | 4 | 108 | 16 | 103 | -0.3 | 11 | 1.1 | 2 | 3
Cc1ccccc1Nc1nc(N)nc(COc2ccc(C#N)cc2)n1 | -7 | 100 | 0 | 100 | -1.0 | 28 | -1.9 | -3 | -2
CCOc1ccc(CCNC(=O)c2cccc(NC3=NC4CS(=O)(=O)CC4S3)c2)cc1 (configuration not stated) | -1 | 105 | -6 | 98 | -0.5 | -35 | -1.0 | · | 3
CC(C)c1ccc2nc3sc(C(=O)N4CCc5ccccc5C4)c(N)c3cc2c1 | 4 | 93 | 17 | 101 | -0.1 | -16 | 0.3 | -4 | -2
CCC1=[N+](CC(=O)c2ccc(C)cc2)CCn2c(C)ccc21 | -4 | 106 | -2 | 100 | -1.3 | -6 | -1.4 | -2 | 13
Cc1ccccc1CC(=O)N1CCN(C(=O)c2ccco2)CC1 | 3 | 103 | 20 | 101 | 0.6 | · | 0.4 | 4 | 3
COC(=O)Cc1c(C)nc2nc(NCc3c(F)cccc3Cl)[nH]n2c1=O | -1 | 89 | · | 81 | 1.1 | 5 | -0.2 | 3 | -10
Cc1cc2c(=O)oc(-c3ccc(Br)cc3)nc2s1 | -12 | 96 | 5 | 95 | 1.2 | 34 | 1.2 | 1 | -10
COc1ccc(Cl)cc1N(C(C)=O)c1nc(C)cc(C)c1C#N | -19 | 99 | 13 | 100 | -0.3 | 29 | 0.2 | -6 | 0
COc1ccc2nc3sc(C(=O)NCCN4CCc5ccccc5C4)cc3cc2c1 | -2 | 104 | -8 | 102 | 0.3 | -15 | 0.2 | 3 | -1
COc1ccc(CCN(C)CCc2ccc(OC)c(OC)c2)cc1OC | · | 116 | · | 103 | 0.4 | · | -0.2 | 0 | ·
Cc1ccccc1N(CC(=O)NCC1CCCO1)C(=O)CCC(=O)Nc1nccs1 (configuration not stated) | -1 | 99 | 3 | 102 | 0.4 | 28 | 1.9 | -1 | -5
Cc1nn(CC(=O)NCCN2CCOCC2)c(=O)c2cc3sccc3n12 | -11 | 103 | 27 | 101 | 0.1 | -4 | 0.9 | -6 | 0
CC(C(=O)OCC(=O)c1ccc(Br)cc1)N1C(=O)C2C3CCC(C3)C2C1=O (configuration not stated) | -3 | 94 | 20 | 98 | 13 | 51 | 4.7 | -1 | -8
CC(Sc1ccccc1)C(=O)NN=C1CCN(C)CC1 (configuration not stated) | -2 | 105 | 10 | 103 | 2.1 | -16 | -0.8 | 0 | 1
CC(C)c1ccc(NC(=O)CN2C(=O)COc3ccc(S(=O)(=O)N4CCOCC4)cc32)cc1 | -5 | 94 | -31 | 98 | -1.1 | 30 | -2.5 | -6 | -5
CCOc1cc(NC(=S)Nc2cccc(OC)c2)c(OCC)cc1NC(=O)C(C)C | -14 | 102 | -12 | 101 | -0.6 | 8 | -2.1 | -5 | 4
COc1ccc(C2CC(=O)C3=C(C2)Nc2ccccc2N(C(=O)CCC(=O)O)C3c2ccc(F)cc2)cc1OC (configuration not stated) | -15 | 98 | 28 | 93 | 0.8 | 46 | 0.0 | -2 | 3
O=C1C2C3C=CC(C3)C2C(=O)N1Cc1ccc(CN2C(=O)C3C4C=CC(C4)C3C2=O)cc1 (configuration not stated) | -2 | 101 | 16 | 100 | 7.1 | 23 | 12 | -7 | -1
Cc1ccc(S(=O)(=O)N2CCC(C(=O)N[C@@H](Cc3ccccc3)C(=O)O)CC2)cc1 | -8 | 98 | 25 | 103 | -0.3 | 21 | 0.5 | -5 | -3
CNC(=O)C1=C(C)NC(=S)NC1c1cc2c(cc1OC)CCCC2 (configuration not stated) | -5 | 99 | 26 | 97 | 0.8 | -8 | -1.5 | -1 | -2
CCn1c(-c2cc(-c3ccc(C)c(C)c3)nc3ccccc23)n[nH]c1=S | -19 | 84 | 11 | 96 | -0.6 | -103 | -1.8 | · | -10
CCOC(=O)c1cccc(NC(=O)CC2Oc3ccccc3NC2=O)c1 (configuration not stated) | -11 | 102 | -12 | 99 | 0.1 | 25 | -0.5 | -7 | 1
CCCNC(=S)N1CC2(C)CN(C(=O)C(=O)OCC)CC(C)(C1)C2=O | -2 | 99 | 1 | 102 | 0.0 | 25 | 0.2 | -1 | -5
CCN(CC)c1ccc(CNCc2cccs2)cc1 | -8 | 98 | -26 | 92 | 3.3 | 17 | 0.3 | 0 | -4
COc1ccc(-c2nnc3ccc(SCC(=O)Nc4nc5ccc(C)cc5s4)nn23)cc1OC | 3 | 104 | 28 | 111 | 1.0 | -20 | 2.1 | 0 | 0
O=C(CN(C(=O)Cn1nnc(-c2ccc(F)cc2)n1)c1cnc2ccccc2c1)NCC1CCCO1 (configuration not stated) | 3 | 84 | 9 | 95 | 0.3 | 28 | -1.2 | -3 | -13
Cn1c(=O)c(=O)n(C)c2cc(S(=O)(=O)N3CCN(c4ccccc4F)CC3)ccc21 | 3 | 97 | -6 | 98 | 2.1 | 2 | -0.2 | 0 | -1
CCCn1c(=O)c2c(nc3n2CCS3)n(C)c1=O | -18 | 102 | -8 | 105 | 0.3 | 42 | 0.8 | -4 | 0
CC1CCN(c2cc(N3CCN(C(=O)c4ccc(F)c(F)c4)CC3)c([N+](=O)[O-])cc2F)CC1 | -1 | 101 | 31 | 100 | -1.4 | 3 | -1.9 | 8 | 2
Cc1ccc(NC(=O)CN2CCCC2)c2c1CC(C)(C)O2 | -9 | 103 | 9 | 102 | 0.1 | 37 | 0.1 | -9 | 8
Nc1cccc(-c2nc3ncccc3o2)c1 | -16 | 93 | 4 | 91 | -0.7 | -2 | -0.5 | -8 | -2
N#CCOc1nc(N2CCOCC2)nc(N2CCOCC2)n1 | -3 | 102 | 2 | 104 | 0.3 | 21 | 0.0 | -4 | 0

From PubChem
